Bfl-1 Bim block = inhibitors of Bim binding to Bfl-1, primary screen, biochemical, multiplexed, bead-based flow cytometry; inhibition, % at 10 µM; Bim-Bfl-1 binding inhibition; Bcl-2-related protein A1 (Homo sapiens), Q16548; AID 1008, 2008; hit rate 0.12% among 190,000;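 also: 0% = wells without compound plus tracer and 100% = blocker peptide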
Mcl1-Bid inh = Mcl-1/Bid binding inhibitors, primary screen, biochemical, TR-FRET, 1536-well; TR-FRET Mcl-1/Bid-Dy647 peptide binding; inhibition, % at 21.7 µM; AID 1021, 2008; hit rate 0.97% among 220,000;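 active = compounds that cut the binding signal by more than half at the single screening dose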;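 also: His-tagged Mcl-1 with europium anti-His antibody binding Bid BH3 peptide; 0% = Mcl-1 plus peptide wells and 100% = peptide-only wells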
RGS4-Gao reg = modulators of RGS4 binding to Galphao, primary screen, biochemical, multiplexed bead flow cytometry | hit rate 0.33% among 220,000 | AID 1415, 2008 | actives lie on both sides | binding response (% of control), % at 10 µM | Guanine nucleotide-binding protein G(o) subunit alpha (Homo sapiens), P09471; in the data active = binding response below about 49% or above about 150%; inactive = in between;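 also: fluorescent Galphao activated with aluminum fluoride binding bead-coupled RGS4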
Target sequence (P09471 whole entry, looked up): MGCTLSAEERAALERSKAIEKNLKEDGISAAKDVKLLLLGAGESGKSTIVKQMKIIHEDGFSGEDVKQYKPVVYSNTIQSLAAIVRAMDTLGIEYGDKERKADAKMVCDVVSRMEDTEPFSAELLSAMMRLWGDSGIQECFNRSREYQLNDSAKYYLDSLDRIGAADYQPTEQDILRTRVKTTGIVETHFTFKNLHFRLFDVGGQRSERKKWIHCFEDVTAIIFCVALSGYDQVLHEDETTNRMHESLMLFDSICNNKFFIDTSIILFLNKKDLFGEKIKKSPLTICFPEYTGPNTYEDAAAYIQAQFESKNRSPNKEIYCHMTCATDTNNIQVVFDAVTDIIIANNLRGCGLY
Bcl-W Bim block = inhibitors of Bim binding to Bcl-W, primary screen, biochemical, multiplexed, bead-based flow cytometry | Bcl-2-like protein 2 (Homo sapiens), Q92843 | Bim peptide-Bcl-W binding | inhibition, % at 10 µM | hit rate 0.02% among 190,000 | AID 952, 2007;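 also: 0% = bound tracer without compound and 100% = peptide blocker; higher means less fluorescent Bim peptide bound to Bcl-W beads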
Target sequence (Q92843 whole entry, looked up): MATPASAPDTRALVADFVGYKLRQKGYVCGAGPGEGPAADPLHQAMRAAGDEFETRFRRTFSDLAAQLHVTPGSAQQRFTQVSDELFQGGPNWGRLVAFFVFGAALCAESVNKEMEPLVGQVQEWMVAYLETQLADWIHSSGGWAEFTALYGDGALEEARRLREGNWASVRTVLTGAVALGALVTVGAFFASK
Bcl-XL Bim block = inhibitors of Bim-Bcl-XL binding, primary screen, biochemical, multiplexed, bead flow cytometry, human Bcl-XL; Bcl-2-like protein 1 (Homo sapiens), Q07817; Bim peptide-Bcl-XL binding, fluorescence; inhibition, % at 10 µM; hit rate 0.04% among 190,000; AID 1007, 2008
Mcl-1 Bim block = inhibitors of Bim peptide binding to Mcl-1, primary screen, biochemical, bead-based flow cytometry, multiplex | Induced myeloid leukemia cell differentiation protein Mcl-1 (Homo sapiens), Q07820 | Bim peptide-Mcl-1 binding | inhibition, % at 10 µM | hit rate 0.1% among 190,000 | AID 1009, 2008;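 also: 0% = no compound tracer wells and 100% = peptide blocker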
RGS7-Gao = RGS7-Galphao binding modulators, primary screen, biochemical, multiplexed bead flow cytometry. binding response (% of control), % at 10 µM. actives lie on both sides. hit rate 0.35% among 220,000. Guanine nucleotide-binding protein G(o) subunit alpha (Homo sapiens), P09471. AID 1439, 2008; in the data active = binding response below about 49% or above about 150%; inconclusive = no clear call, values can overlap the other calls; inactive = in between;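 also: fluorescent Galphao held in activated GDP-AlF4 state binding bead-coupled RGS7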
Mcl1 Noxa PPI = Mcl-1/Noxa binding inhibitors, primary screen, biochemical, TR-FRET, 1536-well. hit rate 1.5% among 220,000. AID 1022, 2008. TR-FRET Mcl-1/Noxa peptide binding, 2 h. Induced myeloid leukemia cell differentiation protein Mcl-1 (Homo sapiens), Q07820. inhibition, % at 21.7 µM;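 active = compounds that cut the protein-peptide binding signal by more than 50% relative to plate controls in a single-dose test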;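 also: His-tagged Mcl-1 with rhodamine Noxa BH3 peptide and terbium anti-His antibody; 0% = Mcl-1 plus Noxa peptide wells and 100% = peptide-only wells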
RGS8-Gao reg = RGS8-Galphao binding modulators, primary screen, biochemical, multiplexed bead flow cytometry; Guanine nucleotide-binding protein G(o) subunit alpha (Homo sapiens), P09471; actives lie on both sides; response (percent of control binding), % at 10 µM; hit rate 0.34% among 220,000; in the data active = response below about 60% or above about 140%; inactive = in between;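 also: Galphao activated as the GDP aluminium fluoride complex binding bead-coupled RGS8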
Bcl-B Bim block = inhibitors of Bim-Bcl-B binding, primary screen, biochemical, multiplexed, human Bcl-2 family; Bcl-2-like protein 10 (Homo sapiens), Q9HD36; bead-based flow cytometry, Bim peptide-Bcl-B binding; inhibition, % at 10 µM; hit rate 0.073% among 190,000;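 also: 0% = tracer peptide without compound and 100% = reference inhibitor peptide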
Target sequence (Q9HD36 whole entry, looked up): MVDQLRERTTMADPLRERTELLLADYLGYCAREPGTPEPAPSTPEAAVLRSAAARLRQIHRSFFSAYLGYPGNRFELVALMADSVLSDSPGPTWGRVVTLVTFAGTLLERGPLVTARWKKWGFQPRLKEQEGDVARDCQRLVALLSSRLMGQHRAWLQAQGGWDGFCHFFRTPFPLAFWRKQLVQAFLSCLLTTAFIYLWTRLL
Bim-Bcl-2 = inhibitors of Bim-Bcl-2 binding, primary screen, biochemical, multiplexed, human Bcl-2 family; Bead-based flow cytometry, Bim peptide-Bcl-2 binding; inhibition, % at 10 µM; hit rate 0.06% among 190,000; in the data active = inhibition above about 40%; inconclusive = no clear call, values can overlap the other calls;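 also: 0% = no compound wells with probe peptide and 100% = reference peptide inhibitor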
Target sequence (P10415 whole entry, looked up): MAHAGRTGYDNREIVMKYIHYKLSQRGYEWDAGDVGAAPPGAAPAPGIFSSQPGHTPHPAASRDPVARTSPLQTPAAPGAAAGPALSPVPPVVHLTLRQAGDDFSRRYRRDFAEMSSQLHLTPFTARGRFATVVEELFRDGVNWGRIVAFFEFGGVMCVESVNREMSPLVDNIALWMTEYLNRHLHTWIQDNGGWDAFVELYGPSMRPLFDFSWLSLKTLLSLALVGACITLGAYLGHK
The depositor's hits bear a star; ? = inconclusive; . = not tested or not shown. Rule as the data show it, unless noted: active = inhibition above about 40%.

compound	Bfl-1 Bim block	Mcl1-Bid inh	RGS4-Gao reg	Bcl-W Bim block	Bcl-XL Bim block	Mcl-1 Bim block	RGS7-Gao	Mcl1 Noxa PPI	RGS8-Gao reg	Bcl-B Bim block	Bim-Bcl-2
Cc1cc(N2CC(C(=O)O)CC2=O)ccc1Br (configuration not stated)	-9	-3	102	6	-1	2	97	5	100	-5	-6
O=C(COc1ccccc1)NC(=S)N1CCc2ccccc21	-1	-43	100	-2	-5	-3	100	41	100	-8	-2
COc1ccccc1NC(=O)C1=C(C)NC(SCC(=O)c2ccccc2)=C(C#N)C1c1ccco1 (configuration not stated)	-10	-11	97	-2	-12	-7	97	-1	102	-17	-12
CN(C)S(=O)(=O)c1cccc(NC(=O)COC(=O)c2c[nH]c(=O)[nH]c2=O)c1	-6	-7	100	0	-1	-2	103	10	104	-4	0
FC(F)(F)c1nc(-c2cccnc2)ncc1-c1nnnn1-c1ccccc1	-2	0	98	-3	-2	-1	103	5	104	0	0
Clc1ccc(-c2nnc(-c3ccco3)nc2N2CCCCC2)cc1	12	-45	99	3	1	0	94	12	98	-2	8
CC1CCCC(C)N1C(=O)CN1C(=O)C(C)(C)Oc2ccc(C(=O)NC3CCCCC3)cc21 (configuration not stated)	0	-33	108	-2	-3	-2	91	23	.	0	-3
CCn1c(SCC(=O)N/N=C(\C)c2ccncc2)nnc1-c1ccc(C)cc1	.	-17	73	.	.	.	?	5	102	.	.
CCC(=O)N(CCCN(C)C)c1nc(-c2cc(OC)ccc2OC)cs1	-20	-1	102	-7	-11	-8	104	15	101	-22	-16
O=C(c1ccccc1[N+](=O)[O-])N1CCC(Cc2ccccc2)CC1	-10	-25	.	3	-4	-1	.	-17	.	-10	-8
O=C(O)C(Cc1c[nH]c2ccccc12)N1C(=O)C2C3c4ccccc4C(c4ccccc43)C2C1=O (configuration not stated)	0	-22	106	5	3	2	108	6	104	4	2
CC(C)CC(C(=O)OCC(=O)c1c(N)n(C)c(=O)n(C)c1=O)N1C(=O)c2ccccc2C1=O (configuration not stated)	-1	-11	103	-2	-6	-5	102	6	103	-5	-1
CC(=O)NCCn1c(SCc2ccc(C)cc2)nc2ccccc2c1=O	-1	1	91	-1	-1	-2	96	-4	97	-1	-4
O=C(Cc1cccs1)N1CCN=C1SCc1ccccc1Cl	-2	-5	108	1	-1	1	104	4	106	0	-1
NC(=O)c1cccnc1OCC(F)(F)F	.	-9	101	.	.	.	?	10	99	.	.
O=C(Cn1c(C(=O)N2CCc3ccccc3C2)cc2sccc21)c1ccccc1	0	-4	104	-3	-2	0	96	2	99	-8	-2
Cc1ccc(C(=O)COC(=O)c2ccc(Br)o2)cc1C	-9	-16	100	0	-4	-1	99	-11	101	-6	-3
O=C(Nc1nc(-c2cccc(Br)c2)cs1)Oc1ccccc1	-2	-14	102	-4	0	-2	102	0	102	-2	-3
COc1cc2nc3occc3c(OC)c2cc1OC	-1	14	103	2	1	0	100	-37	100	1	2
Oc1ccccc1C1Nc2cccc3cccc(c23)N1	-4	-4	85	3	-5	-3	87	98*	95	-6	-2
CC1=NN(c2ccccc2)C(=O)C1C(=O)c1ccccc1 (configuration not stated)	-7	2	102	-2	-3	1	101	-1	101	-6	-9
O=C(C[n+]1ccccc1)N/N=C/c1ccc(O)cc1	-5	-44	100	0	-2	0	103	2	99	-3	0
CCC(C)(C(=O)NC1CCCCC1)N(Cc1ccco1)C(=O)Cc1cccs1 (configuration not stated)	-2	-30	106	2	-4	1	103	1	100	-1	-1
C=CCSc1nc(=O)n2cccc(C)c2n1	-13	-15	99	0	-5	0	102	-4	104	-10	-3
Cc1ccn2cc(C(=O)Nc3nnc(C)s3)nc2c1	-5	-42	105	-2	-5	-1	103	-67	100	-4	-1
Cc1[nH]c2ccccc2c1C(=O)C(=O)NCCC1=CCCCC1	-13	-27	100	-3	-5	-3	102	12	101	-7	-10
CCOC(=O)/C(C#N)=C1/C=CN(C)C=N1	-3	-1	95	0	0	-3	95	0	98	0	-1
Cc1ccc(NC2=C(NC(=O)c3ccccc3)C(=O)c3ccccc3C2=O)cc1Cl	50*	3	95	23	1	2	88	86*	82	0	13
O=C(NCCCn1ccnc1)C(=O)NCc1ccc(Cl)cc1	-4	-6	101	-6	-9	-7	99	-17	100	-10	-3
O=C(NCc1cccnc1)C(=O)NCC1CCCO1 (configuration not stated)	-6	-41	98	0	0	0	96	9	94	-5	-4
CCNC(=O)NC(=O)COC(=O)C1CSC2(C)CCC(=O)N12 (configuration not stated)	-5	2	106	0	-3	-1	105	10	103	-5	-3
Cc1cc(C)n2c(SCc3ccc(C#N)cc3)nnc2n1	0	-8	100	1	0	0	102	8	101	2	0
CC12CCC(C(=O)NCCCN3CCOCC3)(C(Br)C1=O)C2(C)C (configuration not stated)	.	-18	95	.	.	.	?	1	99	.	.
CC1(OC(=O)CCc2ccccc2)C(=O)C=C2C=C(c3ccc(C#N)cc3)N(C3CCCC3)C=C2C1=O (configuration not stated)	.	-100	98	.	.	.	?	-15	97	.	.
Cc1ccc(C)c(OCC(=O)Nc2ccc(S(=O)(=O)Nc3ccccn3)cc2)c1C	20	34	111	16	23	19	114	-3	128	14	12
Cc1ccc(C)n1C(Cc1ccccc1)C(=O)O (configuration not stated)	-13	-11	91	0	-12	0	92	7	87	-2	-5
COc1ccc(CCNC(=O)c2ccc(SC)cc2OC)cc1	-3	-26	100	-4	-6	-2	95	14	99	-3	-5
Cc1ccc(N2CCN(c3ccc(NCc4nc5ccccc5n4C)cc3)CC2)cc1	2	-64	99	0	-4	-1	93	-24	101	-3	1
CN1CCN(Cc2c(O)ccc3cc(Br)ccc23)CC1	-2	0	99	0	-1	-1	100	27	101	-6	0
Cc1noc(C)c1COc1ccc(C(=O)OCC(=O)Nc2cccc(S(=O)(=O)N3CCOCC3)c2)cc1	0	-5	98	-2	-1	-3	100	11	92	-3	-2
CCOC(=O)C1=C(CSc2nc(C)ccc2C#N)OC(N)=C(C#N)C1c1cccc(OC)c1OC (configuration not stated)	-3	12	101	-2	-4	-2	109	19	99	-4	-4
O=C1c2ccccc2OC2(C=Cc3ccccc3O2)N1Cc1ccccc1 (configuration not stated)	0	-11	105	-2	-3	-1	98	17	101	-5	0
CSc1cccc(CN2CCC(CO)(Cc3ccccc3)CC2)c1	-5	-27	104	0	-3	0	105	10	104	-3	-4
O=C(NN1C(=O)C2C3C=CC(C4CC34)C2C1=O)c1ccc(Cl)c(Cl)c1 (configuration not stated)	4	-2	99	8	-2	8	99	-10	97	4	-2
NC(=O)c1cc(C(=O)c2cccc(Cl)c2Cl)c[nH]1	-6	-28	100	-1	-3	0	95	7	101	-3	0
COc1ccc2ccc(=O)oc2c1CC(O)C(C)(C)O (configuration not stated)	.	-37	119	.	.	.	?	7	109	.	.
COc1ccc(NC2CCN(C3CC(=O)N(c4ccc(F)c(Cl)c4)C3=O)CC2)cc1 (configuration not stated)	-5	-38	102	-1	-6	-3	104	56*	102	-11	-7
O=C(OC(c1ccccc1)c1nccc2ccccc12)c1cccc([N+](=O)[O-])c1 (configuration not stated)	7	-15	107	1	7	5	104	-13	101	4	7
Cc1ccc(C)c(S(=O)(=O)N2CCCOC2CNC(=O)C(=O)NCc2cccnc2)c1 (configuration not stated)	4	-18	98	-3	-4	0	99	8	98	1	0
CC(C)COP(=O)(c1ccc(N(C)C)cc1)C(O)c1ccccc1F (configuration not stated)	-6	-19	102	-1	-5	-3	102	4	101	-4	-7
COc1cc(NC(=O)Cc2nn(C)c(=O)c3ccccc23)cc(OC)c1	0	24	103	-7	-1	-1	100	34	99	-4	1
Cc1c(OCC(=O)OC(C)(C)C)ccc2c3c(c(=O)oc12)CCC3	-5	-7	98	-1	-2	2	102	6	103	-1	0
Oc1c(Br)cc(Br)cc1C=Nc1ccc2c(c1)OCO2	-8	-47	100	1	-5	-1	99	20	100	-3	-5
O=C(NCc1ccco1)C(=S)N1CCCCC1	-4	-34	98	-1	0	1	?	3	98	-1	-1
O=C(CSCc1ccc(F)cc1)NCc1ccc(F)cc1	-2	-25	101	2	5	2	96	6	101	-3	3
COc1ccc(NC(=S)Nc2cc(C(F)(F)F)ccc2F)cc1	-7	-33	99	-2	-5	-3	94	9	102	-6	-5
O=C1CN(C(=O)c2ccccc2)c2ccccc2N1	-16	-40	97	0	-4	0	96	0	100	-5	-8
COC(=O)c1cccc(NC(=O)CSc2nnnn2C)c1	0	-12	80	-1	1	-1	100	2	90	-3	2
CC(C)[C@H](NC(=O)c1ccccc1F)C(=O)Nc1nc2c(s1)CCCC2	-1	-28	104	-2	-5	-3	100	-2	104	-2	-1
COc1ccc(Cl)cc1N1Cc2ccccc2C1	-6	-31	96	0	-4	0	98	17	105	-12	-2

Going on with the list:
compound	Bfl-1 Bim block	Mcl1-Bid inh	RGS4-Gao reg	Bcl-W Bim block	Bcl-XL Bim block	Mcl-1 Bim block	RGS7-Gao	Mcl1 Noxa PPI	RGS8-Gao reg	Bcl-B Bim block	Bim-Bcl-2
COCCNC(=O)c1c(N)n(/N=C/c2cccs2)c2nc3ccccc3nc12	1	18	100	0	0	-1	97	12	99	0	0
CCn1c(/C=C/c2ccccc2C)nc2ccccc2c1=O	.	-10	112	.	.	.	?	26	104	.	.
Cc1ccc(NC(=O)Cn2nc(C)c3ccccc3c2=O)cc1	-1	-18	101	-1	0	-2	105	-7	107	0	1
CCOCC(=O)Nc1ccc(S(=O)(=O)N2CCOCC2)cc1	-6	1	99	-2	-2	1	96	12	100	0	1
COc1cc(/C=N/O)cc(Br)c1OCc1ccc(Cl)cc1	-1	23	102	0	-2	0	103	11	105	2	0

Arranged by the number under Bfl-1 Bim block (low to high): some entries from above
compound	Bfl-1 Bim block	Mcl1-Bid inh	RGS4-Gao reg	Bcl-W Bim block	Bcl-XL Bim block	Mcl-1 Bim block	RGS7-Gao	Mcl1 Noxa PPI	RGS8-Gao reg	Bcl-B Bim block	Bim-Bcl-2
Oc1ccccc1C1Nc2cccc3cccc(c23)N1	-4	-4	85	3	-5	-3	87	98*	95	-6	-2
CCC(C)(C(=O)NC1CCCCC1)N(Cc1ccco1)C(=O)Cc1cccs1 (configuration not stated)	-2	-30	106	2	-4	1	103	1	100	-1	-1
Cc1ccc(NC(=O)Cn2nc(C)c3ccccc3c2=O)cc1	-1	-18	101	-1	0	-2	105	-7	107	0	1
